Compound activity: PubChem, National Center for Advancing Translational Sciences (NCATS)
mIDH1 inhibitor: inhibitors of human mutant IDH1 R132H; O75874; IDH1-R132H enzyme, NADPH consumption, diaphorase/resazurin fluorescence; Potency, µM (top dose mostly 76.6 µM), inactives show at the top dose activity change, negative = inhibition, hits mostly inhibitors; hit rate 0.093% among 390,000; AID 602179; note: potency is the fitted concentration of half-maximal effect; % is set by controls: 0 for no effect and ±100 for the full control effect; nearly all actives have a fitted effect of over 65% in size
Target sequence (O75874 whole entry R132H, stated change not applied): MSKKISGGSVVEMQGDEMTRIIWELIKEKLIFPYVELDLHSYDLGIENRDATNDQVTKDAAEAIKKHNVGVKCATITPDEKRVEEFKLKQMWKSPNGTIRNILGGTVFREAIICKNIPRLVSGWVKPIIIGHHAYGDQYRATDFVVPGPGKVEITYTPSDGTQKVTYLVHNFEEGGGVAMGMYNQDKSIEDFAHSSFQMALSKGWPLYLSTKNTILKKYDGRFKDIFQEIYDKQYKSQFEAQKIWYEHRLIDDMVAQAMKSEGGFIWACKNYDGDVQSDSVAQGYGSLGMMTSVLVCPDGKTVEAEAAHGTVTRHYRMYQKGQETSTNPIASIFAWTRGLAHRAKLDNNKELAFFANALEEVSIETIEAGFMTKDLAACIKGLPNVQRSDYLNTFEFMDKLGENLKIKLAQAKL
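IDH1-R132H (0.5 ug/mL dispensed) in pH 7.5 Tris buffer was preincubated 30 min with compound, then given a substrate mix of 0.016 mM NADPH and 2 mM alpha-KG for 80 min at room temperature; remaining NADPH was read by diaphorase/resazurin fluorescence.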
USP1-UAF1 inh: USP1/UAF1 (human) deubiquitinase inhibition. O94782. recombinant USP1/UAF1, Ub-Rhodamine cleavage fluorescence. Potency, µM (series often up to 57.1 µM), inactives show top-dose activity change, negative = inhibition, most hits filed as inhibitors. hit rate 0.23% among 390,000. AID 743255; note: potency is the fitted concentration of half-maximal effect; % is set by controls: 0 for no effect and ±100 for the full control effect; nearly all actives have a fitted effect of over 60% in size; inactives centre near -12
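In this screen, compounds sit with the deubiquitinase complex (1nM) for 15 min at room temperature before Ub-Rho is added at 150nM final. Fluorescence rise is then followed for 6 reads every 60 seconds.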
RGS4 inh: human RGS4 inhibition; P49798; hit rate 0.039% among 390,000; Potency, µM (titrated, usually from 114 µM), inactives show at the top dose activity change, negative = inhibition, hits mostly inhibitors; Transcreener GDP fluorescence polarization, RGS4-accelerated GTP hydrolysis; note: potency is the fitted concentration of half-maximal effect; % is set by controls: 0 for no effect and ±100 for the full control effect; nearly all actives have a fitted effect of over 75% in size; some results filed as inactive show a strong effect at the top dose
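MLSMR compounds (23 nl, pin-transferred) preincubated 10 min at room temperature with a 500nM (2x) first reagent, then RGS4 at 900nM (2x) plus Transcreener GDP mix added; fluorescence polarization (620/688 nm) read before and after 90 min at 30 °C.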
Vif-A3G inh: Vif-A3G binding inhibition | Q9HC16 | HeLa A3G-eYFP + Vif (tagged APOBEC3G with the HIV-1 protein that degrades it), YFP fluorescence, overnight | Potency, µM (titrated, usually from 46.1 µM), without a hit: at the highest dose activity, negative = active, actives largely listed as inhibitors | hit rate 0.076% among 410,000 | AID 602310;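 note: potency is the fitted concentration of half-maximal effect; % is set by controls: 0 for no effect and ±100 for the full control effect; nearly all actives have a fitted effect of over 60% in size; hits raise eYFP signal because A3G escapes Vif-driven loss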
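Read-out is eYFP fluorescence (Ex 488/Em 500-530) from Vif-expressing HeLa A3G-eYFP cells; more signal means A3G escaped Vif-mediated degradation. Cells plated overnight, compound pinned in, incubated overnight at 37 deg C.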
Vif-A3F inh: Vif-A3F binding inhibition | HeLa A3F-eYFP + Vif (tagged APOBEC3F with the HIV-1 protein that degrades it), YFP fluorescence increase | Potency, µM (series often up to 46.1 µM), for inactives: at the highest dose activity, negative = active | hit rate 0.2% among 390,000; note: potency is the fitted concentration of half-maximal effect; % of control where 0% means no effect; nearly all actives have a fitted effect of over 65% in size
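Fluorescence increase (Ex 488/Em 500-530) after overnight compound treatment at 37 deg C flags inhibition of Vif-driven A3F-eYFP loss in stable HeLa A3F-eYFP/Vif cells seeded overnight beforehand.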
LDHA inh: blocks human lactate dehydrogenase A; hit rate 0.15% among 480,000; activity change, % (values are at about 110 or 230 µM); AID 1347041; purified LDHA, NADH/diaphorase-resazurin fluorescence; hits give low values; in the data active = activity change below about -30%; inconclusive = mostly about -25% to -30%;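 note: plate controls were DMSO wells for no effect and wells without enzyme for full effect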
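Human LDH5 at 2 nM final in Tris HCl pH 7.4 with 0.06 mM NADH and 0.2 mM pyruvate, reacted 5 minutes at room temperature. Remaining NADH coupled via diaphorase/resazurin; resorufin fluorescence read at 0 and 20 minutes, normalized to enzyme-free and DMSO wells.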
TrxR1 substrate: rat thioredoxin reductase 1 substrate activity; O89049; purified TrxR1 substrate turnover, NADPH consumption readout; Potency, µM (titrated, usually from 114 µM), for inactives: top-dose activity change, negative = substrate turnover; hit rate 0.01% among 390,000; AID 588456; note: potency is the fitted concentration of half-maximal effect; % is set by controls: 0 for no effect and ±100 for the full control effect; nearly all actives have a fitted effect of over 50% in size
Target sequence (O89049 whole entry, looked up): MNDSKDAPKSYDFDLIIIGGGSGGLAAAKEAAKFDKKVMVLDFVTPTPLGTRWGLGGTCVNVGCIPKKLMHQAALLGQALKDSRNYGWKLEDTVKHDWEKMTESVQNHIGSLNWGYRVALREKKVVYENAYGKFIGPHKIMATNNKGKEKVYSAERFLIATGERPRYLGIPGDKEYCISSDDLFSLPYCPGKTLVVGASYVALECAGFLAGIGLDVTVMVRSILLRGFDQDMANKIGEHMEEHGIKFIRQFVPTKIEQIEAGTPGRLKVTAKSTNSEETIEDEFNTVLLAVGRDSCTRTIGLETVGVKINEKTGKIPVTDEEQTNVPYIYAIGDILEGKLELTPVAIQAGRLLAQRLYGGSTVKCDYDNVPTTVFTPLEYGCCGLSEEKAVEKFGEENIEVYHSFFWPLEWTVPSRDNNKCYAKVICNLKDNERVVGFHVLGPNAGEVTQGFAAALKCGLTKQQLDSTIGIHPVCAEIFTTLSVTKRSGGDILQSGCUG
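Rat TrxR1, dispensed at 90 nM, was prereduced with 400 uM NADPH (final) for 5 min at ~22 deg C, then incubated with compound 15 min before 400 uM selenite. A first-read NADPH fluorescence drop versus no-compound background flagged substrates.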
Glioma ERSR ind: ER stress response induction in glioma. AID 602332. U87-MG GRP78 promoter luciferase reporter, 16 h. hit rate 0.02% among 420,000. Potency, µM, for inactives: top-dose activation, hits mostly activators; note: potency is the fitted concentration of half-maximal effect; series mostly up to about 76 µM; % of control where 0% means no effect; nearly all actives have a fitted effect of over 35% in size
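Stably transfected U87-MG human glioma cells carrying a GRP78-based luminescent sensor were seeded at 1000 cells/well, pin-dosed with compounds and incubated 16 h. Luciferase reagent was then added, and end-point luminescence was read after 10 min at room temperature.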
rTrxR1 inhibitor: rat TrxR1 inhibition | O89049 | recombinant rTrxR1, NADPH fluorescence consumption, selenite substrate | Potency, µM (series often up to 114 µM), for inactives: top-dose activity change, negative = inhibition, usual class: inhibitors | hit rate 1% among 390,000; note: potency is the fitted concentration of half-maximal effect; % is set by controls: 0 for no effect and ±100 for the full control effect; nearly all actives have a fitted effect of over 65% in size
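Rat TrxR1 (90 nM in the dispensed reagent) was pre-reduced with 400 uM NADPH for 5 min at room temperature, then incubated with compound for 15 min. After 400 uM selenite was added, NADPH fluorescence (Ex 340/Em 450 nm) was followed for 8 min.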
Active calls of the source: *; u = inconclusive; x = not tested or not shown; & = joins results of further samples; [ ] = dose if it differs, or a comment. Unless noted, calls come from the whole dose curve; as a rule, active = well fitted curve in the direction sought with a large enough effect; inconclusive = small, poorly fitted or top-dose-only effect, or another doubt; inactive = no such curve, though single readings can be large; an effect the other way counts as inactive or inconclusive. An excerpt, so the mix of outcomes need not match the whole.

SMILES	mIDH1 inhibitor	USP1-UAF1 inh	RGS4 inh	Vif-A3G inh	Vif-A3F inh	LDHA inh	TrxR1 substrate	Glioma ERSR ind	rTrxR1 inhibitor
O=C(NCc1ccc2c(c1)OCO2)C1CCCN(S(=O)(=O)c2cccnc2)C1 (stereo not drawn)	-1%	-8%	23%	5%	2%	-12	3%[57.1 µM]	-1%	7%[57.1 µM]
O=C(Nc1ncccc1O)c1cc2ccccc2o1	-1%	-14%	-35%	4%	-7%	6	-2%	-8%	-22%
Cc1ccc(CNC(=O)CN2CCN(Cc3ccc(F)cc3Cl)C2=O)cc1	-4%	-26%	2%	3%	7%	-7	3%	-2%	7%
O=C(CN(c1ccc(F)cc1)S(=O)(=O)c1ccc2c(c1)OCCO2)Nc1ccccc1	-8%	-15%	2%	-1%	-4%	0	-7%	3%	9%
CN(C(=O)CSc1cn(CC(=O)N2CCOCC2)c2ccccc12)c1ccccc1	-6%&-8%	u	-57%[56.9 µM]	1%&3%	5%&-5%	0&0	5%[57.1 µM]	-4%&-2%	27%[57.1 µM]
COc1cc(NC(=O)c2ccc(C)cc2)c(OC)cc1NC(=O)CN1CCOCC1	3%	-1%	-16%	-2%	0%	-3	-3%	3%	-7%
CCc1ccc(NC(=O)CN(c2ccc(OC)cc2)S(=O)(=O)c2c(C)nn(C)c2C)cc1	0%	-20%	3%	-5%	7%	-11	-13%	-6%	-18%
C/C(CC(=O)Nc1ccc2c(c1)OCCO2)=N\NC(=O)C(=O)Nc1ccccc1C	-9%	-20%	2%	-1%	-4%	-17	2%	-4%	8%
Cc1cc(=O)oc2cc(OCC3CC(c4ccc(N(C)C)cc4)=NO3)ccc12 (stereo not drawn)	8%	-8%	43%	-7%	x	1	1%	-2%	3%
CC1(C)CC(Cc2cccc(C(F)(F)F)c2)N(C(=O)OC(C)(C)C)C1 (stereo not drawn)	5%	-5%	x	-1%	0%	1	x	-4%	x
Cc1ccc(C)c(N2CCN(S(=O)(=O)c3ccc(-c4cc(C(F)(F)F)on4)s3)CC2)c1	-12%	-18%	5%	3%	0%	-13	-5%[57.1 µM]	-2%	21%[57.1 µM]
O=C(O)C(=Cc1ccccc1[N+](=O)[O-])c1ccc2c(c1)OCO2	0%	-25%	x	-1%	0%	3	x	-4%	x
C=CCn1c(SCc2nc3ccccc3[nH]2)nnc1-c1ccncc1	5%	-12%	24%	-11%	-8%	-6	10%	-2%	13%
CCNC(=O)c1c(NC(=O)c2nc(SC)ncc2Cl)sc2c1CCCC2	x	x	x	2%	x	-6	1%	-3%	4%
CN(C)C(=O)CCc1ccc2c3c([nH]c2c1)[C@]1(C)[C@@H](C(=O)N2CCOCC2)C[C@H](CC(=O)NCC24CC5CC(CC(C5)C2)C4)C(=O)N1CC3	1%[38.3 µM]	-18%	-17%	-5%	6%	-4	29%[2.29 µM]	-4%	19%
CCC1Nc2ncnc(N3CCCCC3)c2N(Cc2ccc(Cl)cc2)C1=O (stereo not drawn)	11%	-27%	-33%	-25%&-8%	-23%	2&-5	-13%[57.1 µM]	-2%&1%	-16%[57.1 µM]
Cn1cc(-c2cc3n(n2)CCC(=O)N3CCCC(=O)Nc2ccccc2Cl)c2ccccc21	-5%	-26%	-20%	-10%	-3%	3	3%[57.1 µM]	3%	23%[57.1 µM]
COc1ccc(-c2csc(N3CCC(c4ccccc4)CC3)n2)cc1	3%	-14%	-7%	-1%	-9%	0	8%	1%	21%
COCC1CCN(C(=O)CCc2nnc(C3(c4ccc(Cl)cc4)CCC3)o2)C1 (stereo not drawn)	3%	-16%	-13%	4%	1%	-3	1%	5%	-1%
O=C(NCCCN1CCCCCC1)C1CCCN(S(=O)(=O)c2cccc3nsnc23)C1 (stereo not drawn)	-6%	-24%	-2%	2%	-2%	0	-2%	-1%	-4%

Full records, looked up by structure. Order of values: mIDH1 inhibitor, USP1-UAF1 inh, RGS4 inh, Vif-A3G inh, Vif-A3F inh, LDHA inh, TrxR1 substrate, Glioma ERSR ind, rTrxR1 inhibitor
Results for Cc1cc(=O)oc2cc(OCC3CC(c4ccc(N(C)C)cc4)=NO3)ccc12 (stereo not drawn) → 8%, -8%, 43%, -7%, x, 1, 1%, -2%, 3%
Results for CCc1ccc(NC(=O)CN(c2ccc(OC)cc2)S(=O)(=O)c2c(C)nn(C)c2C)cc1 → 0%, -20%, 3%, -5%, 7%, -11, -13%, -6%, -18%
Results for O=C(Nc1ncccc1O)c1cc2ccccc2o1 → -1%, -14%, -35%, 4%, -7%, 6, -2%, -8%, -22%
Results for CCNC(=O)c1c(NC(=O)c2nc(SC)ncc2Cl)sc2c1CCCC2 → x, x, x, 2%, x, -6, 1%, -3%, 4%

The listing picks up with the 3 entries that preceded the break.
SMILES	mIDH1 inhibitor	USP1-UAF1 inh	RGS4 inh	Vif-A3G inh	Vif-A3F inh	LDHA inh	TrxR1 substrate	Glioma ERSR ind	rTrxR1 inhibitor
COc1ccc(-c2csc(N3CCC(c4ccccc4)CC3)n2)cc1	3%	-14%	-7%	-1%	-9%	0	8%	1%	21%
COCC1CCN(C(=O)CCc2nnc(C3(c4ccc(Cl)cc4)CCC3)o2)C1 (stereo not drawn)	3%	-16%	-13%	4%	1%	-3	1%	5%	-1%
O=C(NCCCN1CCCCCC1)C1CCCN(S(=O)(=O)c2cccc3nsnc23)C1 (stereo not drawn)	-6%	-24%	-2%	2%	-2%	0	-2%	-1%	-4%
CC(C)OC(=O)C(C#N)c1nc2ccccc2nc1N1CCN(Cc2ccccc2)CC1 (stereo not drawn)	8%	u	-14%	1%	u	-1&0	-3%[57.1 µM]	-3%	16%[57.1 µM]
CCOC(=O)CSc1nc(=O)n2cc(C)ccc2n1	7%	-14%	-18%	4%	7%	-2	2%[57.1 µM]	3%	18%[57.1 µM]
CCCCCCCCCCCCS(=O)(=O)CCC(=O)O	7%	-16%	u	2%	-14%	-5	2%	-6%	13%
O=C(NCc1ccco1)Nc1ccc(OC(F)(F)F)cc1	5%	-23%	5%	-2%	1%	0	-12%	5%	-9%
O=C(CCc1ccccc1)N=C1SC2CS(=O)(=O)CC2N1Cc1ccc(F)cc1 (stereo not drawn)	0%	-12%	-16%	-2%	0%	-1	-5%	-5%	-18%
COc1ccc(S(=O)(=O)NCC(=O)NCCc2ccc(OC)c(OC)c2)cc1	6%	-14%	28%	2%	0%	-6	3%	-6%	22%
Cc1cccc(CSc2ncc(CO)n2C)c1	6%	-3%	10%	1%	-7%	-8	-8%	5%	-6%
Cn1cc(/C=N/n2cnc3scc(-c4ccccc4)c3c2=O)c2ccccc21	3%	-18%	8%	u	-2%	-5	11%[57.1 µM]	-5%	48%[activator][57.1 µM]
C/C(=C\C(=O)c1c(O)cc(C)oc1=O)N(C)C	1%	-20%	u	-1%	8%	0	6%	-4%	-3%[57.1 µM]
CCn1cc(C(=O)O)c(=O)c2cc(F)c(N3CCN(C(=S)NC(=O)c4ccccc4F)CC3)cc21	6%	-7%	-25%	3%	6%	9	4%	-3%	-7%
CC1Oc2ccccc2N(CC(=O)N2CCCc3ccccc32)C1=O (stereo not drawn)	7%	-22%	-1%	1%	-2%	2	0%	-2%	-1%
CC(=O)c1cccc(NC(=O)CCc2c(C)nc3nc(CN)nn3c2C)c1	4%	-6%	14%	-3%	1%	0	0%	-2%	-1%
Cc1cccc(C)c1CC(=O)N1CCOCC1	22%	-9%	-11%	4%	1%	-6	5%[57.1 µM]	-4%	4%[57.1 µM]
COC(=O)CCCC1=CC2=CC(=O)C(C)(OC(=O)c3cccs3)C(=O)C2=CN1Cc1ccccc1 (stereo not drawn)	-1%[38.3 µM]	u	-27%	-4%	-4%	15	-15%	-4%	0%
Cn1cccc1C(=O)NCC1COc2ccccc2O1 (stereo not drawn)	-2%	-8%	1%	-8%	-16%	-3	1%	4%	0%
COC(=O)CSc1nc2nc(-c3cccs3)cc(C(F)(F)F)c2c(=O)[nH]1	0%	-21%	9%	-6%	0%	-2	150%[activator]	3%	63%[activator]
O=C(CSc1nc2ccccc2c(=O)n1C1CC1)NCc1ccccc1	7%	-15%	2%	-2%	1%	-5	-11%	-2%	-13%
COC(=O)[C@H]1C[C@@H]1[C@H](NS(=O)(=O)c1ccc2ccccc2c1)c1ccccc1	7%	-31%	10%	-3%	-5%	4	6%	5%	19%
COc1ccc(N2C(=O)/C(=C\c3ccco3)N=C2SCC(=O)NC(C)C)cc1Cl	-2%	-13%	-12%	-4%	8%	-5	8%[57.1 µM]	-2%	3%[57.1 µM]
O=c1[nH]cnc(O)c1C(c1ccc(F)cc1)c1c(O)nc[nH]c1=O	12%	-2%	11%	-2%	2%	-7	6%	2%	25%
O=C(NC1CCCCCCC1)c1cc(COc2ccc3ncccc3c2)on1	12%	-17%	6%	2%	0%	-5	1%[57.1 µM]	-7%	13%[57.1 µM]
Cc1cccc2sc(NC(=O)CN(C)S(=O)(=O)c3cccs3)nc12	2%	-7%	-5%	-9%	-8%	-7	-12%	-1%	11%[57.1 µM]
Cc1[nH]c2ccccc2c1CCO	9%	-17%	-9%	-1%	-17%	2	8%	-1%	6%
